All columns: NCI-60 one-dose screen, growth in % after 48 h at 10 µM unless noted; 100 = growth as untreated, 0 = no growth, -100 = all killed.
SW-620: SW-620 colon cancer | 82,000 tested, 5.2% active | AID 1794795
HT29: HT29 colon cancer; 81,000 tested, 7.4% active; AID 1794748
SF-539: SF-539 CNS cancer; 81,000 tested, 6.8% active
SNB-75: SNB-75 CNS cancer | 79,000 tested, 5% active
DU-145: DU-145 prostate cancer. AID 1794760. 81,000 tested, 4.2% active
KM12: KM12 colon cancer cells; 82,000 tested, 5% active
SNB-19: SNB-19 CNS cancer cells; 81,000 tested, 2.5% active; AID 1794751
HCC-2998: HCC-2998 colon cancer | 79,000 tested, 4.7% active
PC-3: PC-3 prostate cancer cells | 80,000 tested, 3.9% active
* hit, by the source's call; . = no result given; & = joins results of further samples. The calls were made as follows: active = growth percent below 10; inactive = the rest.

Compound	KM12	DU-145	HT29	PC-3	HCC-2998	SNB-75	SW-620	SF-539	SNB-19
S=C(Nc1ccc(Cl)cc1)Nc1ccc(Cl)cc1 (tested in a mixture with another compound)	3.4*	22	1.1*	3.8*	18	17	12	19	25
Nc1nc(N)c(-c2ccc(Cl)c(Cl)c2)c(CBr)n1	89	83	34	65	72	95	42	65	94
N#CC1(C#N)C(c2c(F)cccc2Cl)C1(C#N)C#N	103	99	97	97	104	83	106	94	102
O=C(NNC(=O)c1ccncc1)NC(=O)c1ccc(Br)cc1	103	112	108	93	97	100	106	111	92
N#C/C(=C\c1cc(Cl)cc(Cl)c1O)C(/C(C#N)=C/c1cc(Cl)cc(Cl)c1O)c1ccc2c(c1)OCO2 (centres undefined)	104	109	99	102	119	79	105	102	97
CC(C)CNCC(O)Cc1ccc(Oc2ccccc2)cc1 (centres undefined)	102	104	77	77	90	87	99	98	97
CC(C)CCSc1nc(Nc2ccccc2)c(C#N)c(-c2ccc(F)cc2)n1	85	82	50	59	83	42	47	53	53
COc1cc2oc(-c3ccc(NC(=O)c4ccc(F)cc4)cc3)cc(=O)c2c(OC)c1OC	95	103	99	88	104	82	98	84	90
CSC1=NCCCN1	103	110	104	108	112	84	103	110	94
Nc1ncc2c(n1)-c1cccn1CCC2	110	110	113	94	111	90	100	94	105
CC(C)Nc1nc2c(c(=O)n(C)c(=O)n2C)n1C	110	116	107	120	106	100	106	98	109
CC12CCC(C(=N/O)/C1=N\O)C2(C)C (centres undefined)	102	108	104	93	96	90	106	99	94
O=C(c1ccccc1)c1ccc(C2CCCCC2)cc1	103	106	91	103	107	97	93	102	87
CCCCCCCCCCCCCCCCCCOc1ccccc1CC(=O)OCC[N+]1(C)CCCCC1	87	72	32	3.0*	40	46	68	69	51
COc1cc(C=O)cc(C=O)c1O	98&100	106&111	72	90&73	100&100	88&90	107&102	55	107&92
COc1ccc(/C=N\NC(=O)CCCCC(=O)N/N=C\c2ccc(OC)cc2)cc1	103&108	98&122	107&114	84	111&103	92&92	105&100	113&98	101&104
COc1ccc(C2CC(c3ccc(Nc4ccnc5cc(Cl)ccc45)cc3)=NN2c2ccccc2)cc1 (centres undefined)	94	105	52	78	101	104	96	88	109
NS(=O)(=O)c1ccc(NC(=O)Nc2nc(-c3ccc(Cl)cc3)cs2)cc1	105	97	99	91	101	.	103	99	100
C=C1CC[C@@H]2[C@](C)(COC(C)=O)[C@H](OC(C)=O)CC[C@@]2(C)[C@@H]1CC(Nc1ccc(S(=O)(=O)Nc2nccs2)cc1)C1=CCOC1=O (some centres undefined)	-0.9*	22	-43*	22	54	28	-73*	-67*	49
c1ccc(OCCC[P+](c2ccccc2)(c2ccccc2)c2ccccc2)cc1	6.2*	21	4.3*	-0.5*	14	-5.2*	19	14	13
NS(=O)(=O)c1ccc(-n2ncc3c(=O)[nH]cnc32)cc1	122	127	104	104	107	77	119	97	99
NC(=S)N1N=C(c2ccccc2)CC1c1ccc2c(c1)OCO2 (centres undefined)	93	116	.	74	90	94	103	99	91
CCN1C(=O)N(CC)C2C1NN=c1s/c(=C\c3ccc(OC)cc3)c(=O)n12 (centres undefined)	10	6.2*	3.4*	27	15	23	23	-21*	27
Cn1cc(-c2nnc(N)nc2-c2c[nH]c3ccc(Br)cc23)c2ccccc21	98	102	89	93	108	77	97	98	92
CCOC(=O)Nc1cc(-c2cccnc2)cc2c(C(C)=O)c(C)[nH]c12	105	104	104	100	104	83	97	89	97
C=CCc1c2c(c(OC)c3ccoc13)C(=O)/C(=C/c1ccc(Cl)cc1)O2	92	115	87	96	102	90	96	113	98
CCOc1ccc2cc(-c3nn(CC(C)(C)CO)c(N)c3C(N)=O)ccc2n1	100&104	100&109	62&79	86&95	107&119	74&75	104&111	95&99	91&90
COc1cc2nc(Cl)nc(Nc3cccc(C4=Nc5c(N)nc(N)nc5NC(c5cc(OC)c(OC)c(OC)c5)C4)c3)c2cc1OC (centres undefined)	97	101	102	90	102	81	92	97	100
C=C(C)[C@@H]1CC[C@]2(C(=O)N[C@@H](Cc3ccccc3)C(=O)O)CC[C@]3(C)[C@H](CC[C@@H]4[C@@]5(C)Cc6c([nH]c7ccccc67)C(C)(C)[C@@H]5CC[C@]43C)[C@@H]12	53	44	52	42	73	72	47	45	60
COc1cc(NCCCCCNC2CCCCC2)c2ncccc2c1	102	106	61	81	39	58	88	85	91

Of the compounds above, 8 have an aryl methoxy group:
Compound	KM12	DU-145	HT29	PC-3	HCC-2998	SNB-75	SW-620	SF-539	SNB-19
COc1cc2oc(-c3ccc(NC(=O)c4ccc(F)cc4)cc3)cc(=O)c2c(OC)c1OC	95	103	99	88	104	82	98	84	90
COc1cc(C=O)cc(C=O)c1O	98&100	106&111	72	90&73	100&100	88&90	107&102	55	107&92
COc1ccc(/C=N\NC(=O)CCCCC(=O)N/N=C\c2ccc(OC)cc2)cc1	103&108	98&122	107&114	84	111&103	92&92	105&100	113&98	101&104
COc1ccc(C2CC(c3ccc(Nc4ccnc5cc(Cl)ccc45)cc3)=NN2c2ccccc2)cc1 (centres undefined)	94	105	52	78	101	104	96	88	109
CCN1C(=O)N(CC)C2C1NN=c1s/c(=C\c3ccc(OC)cc3)c(=O)n12 (centres undefined)	10	6.2*	3.4*	27	15	23	23	-21*	27
C=CCc1c2c(c(OC)c3ccoc13)C(=O)/C(=C/c1ccc(Cl)cc1)O2	92	115	87	96	102	90	96	113	98
COc1cc2nc(Cl)nc(Nc3cccc(C4=Nc5c(N)nc(N)nc5NC(c5cc(OC)c(OC)c(OC)c5)C4)c3)c2cc1OC (centres undefined)	97	101	102	90	102	81	92	97	100
COc1cc(NCCCCCNC2CCCCC2)c2ncccc2c1	102	106	61	81	39	58	88	85	91

Next part:
Compound	KM12	DU-145	HT29	PC-3	HCC-2998	SNB-75	SW-620	SF-539	SNB-19
O=C(O)c1cccc2ccc3c(c12)Nc1ccc2ccccc2c1S3	100	104	102	79	118	93	106	.	101
Cc1ccc(-c2n[nH]c(=O)c3c2sc2ncc(-c4ccc(C)cc4)n23)cc1	93	111	81	73	105	96	103	100	103
O=C(Nc1ccc(NC(=O)c2cc(O)c(O)c(O)c2)cc1)c1cc(O)c(O)c(O)c1	100	107	97	78	95	102	102	103	96
CC(=O)N1c2ccccc2Sc2ccccc21	103	107	93	84	105	72	95	92	93
NC(N)=NNCCOc1c(Cl)cccc1Cl	98	115	99	88	93	90	102	97	92
COc1ccc(-c2c(N)n[nH]c2-c2cc(OC)c(OC)c(OC)c2)cc1	14	11	4.3*	41	-2.6*	.	21	1.7*	36
COc1cc(NS(=O)(=O)c2ccc(N)cc2)nc(OC)n1	105	117	106	97	107	114	104	109	104
COc1cccc(\C=N/N=C(N)/C(N)=N\N=C/c2cccc(OC)c2O)c1O	102	105	111	90	98	107	.	102	101
CC(C)C1=C[C@@]23CC[C@H]4C(C)(C(=O)N=C=S)CCC[C@]4(C)[C@H]2C[C@@H]1[C@H]1C(=O)CCC(=O)[C@H]13 (some centres undefined)	110	114	113	91	106	108	107	102	91
c1ccc(Nc2nn3c(-c4ccccc4)ccnc3c2-c2ccccc2)cc1	71	99	54	96	106	87	88	86	114
CCOC(=O)c1ccc(-n2c(C)nc3ncccc3c2=O)cc1	98	103	86	74	104	96	102	100	86
CC(=O)c1sc(-c2cccc(C)c2)cc1O	103	98	107	94	105	94	101	101	107
CCN(CC)CCNc1ncnc2c1[nH]c1ccc(Br)cc12	95	102	92	95	102	96	104	111	100
CC(C)(C)c1cc(-c2cc(C(C)(C)C)nc(N)n2)nc(N)n1	110	108	101	104	119	87	104	95	.
CC(=O)c1cnc2sc(C(=O)Nc3ccccc3)c(N)c2c1	110	107	97	97	106	100	99	97	105
CCCC(=O)Nc1ncnc2c1ncn2C1O[C@@H]2COP(=O)(O)O[C@H]2[C@H]1OC(=O)CCC (some centres undefined)	101	116	109	107	100	91	105	102	112
COc1cc(C)ccc1Oc1ccc([N+](=O)[O-])cc1	99	111	101	102	78	93	111	95	97
CCCNC1(C#N)CCN(Cc2ccccc2)CC1	96	106	103	96	97	92	105	98	96
COc1cc(/C=C2\CCCC3=C2N=C2SC=NN2C3c2cc(OC)c(OC)c(OC)c2)cc(OC)c1OC (centres undefined)	-24*	8.4*	3.3*	66	4.8*	20	19	5.9*	46
NS(=O)(=O)c1ccc(-n2ncc3c(SCc4ccccc4)ncnc32)cc1	94	78	94	91	127	102	95	92	94
CN(C)c1ccc(-c2cc(-c3ccc(Nc4nc(Nc5ccc(F)cc5)nc(Nc5ccc(F)cc5)n4)cc3)nc(N)c2C#N)cc1	173	113	118	91	89	111	107	96	107
CC(C)=CCC/C(C)=C/CC/C(C)=C/CC/C(C)=C/CSC[C@H](NC(=O)CCCCCN1CCN(C)CC1)C(=O)NC1CCCCC1	82	64	-39*	64	64	81	-13*	86	86
COc1ccc2c(c1)c(-c1noc(C(=O)c3cn(C)c4ccc(Br)cc34)n1)cn2C	106	113	93	95	100	101	105	101	102
CC/C(=C(/CC)c1ccc(OP(=O)(O)O)cc1)c1ccc(OP(=O)(O)O)cc1	92	99	111	89	107	91	98	94	114
CCC(CC)c1ncc[nH]1	103	110	101	102	97	99	112	98	97

Hits appear at their usual frequency; any-hit rate near 11%.
